From PubChem
ADAM10 inh: ADAM10 inhibition, QFRET primary screen | inhibition, % at 7 µM | hit rate 0.62% among 370,000 | O14672 | recombinant ADAM10, EDANS/DABCYL FRET peptide cleavage, 3 h | AID 720582;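 active means inhibition above a per-campaign cutoff equal to the mean of compounds falling between control-based bounds plus 3 SD, cut at about 20% in these data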;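 further: 0% = DMSO wells while the 100% control is not disclosed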
ASAP1 inh: blocks human ASAP1-stimulated Arf1 GTP hydrolysis; inhibition, % at 16.5 µM; Q9ULH1; hit rate 0.19% among 360,000; GDP FP detection; in the data active means inhibition above about 25%;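 further: 0% = vehicle with enzyme and substrate and 100% = no enzyme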
PLCg1 inh: blocks human PLC-gamma1 enzyme activity. AID 720700. hit rate 0.84% among 370,000. purified PLC-gamma1, fluorogenic substrate, fluorescence. P19174. inhibition, % at 12.2 µM; in the data active means inhibition above about 9.5%
KLK7 zymogen act: activators of human kallikrein-7 zymogen. activation, % at 7 µM. AID 652039. hit rate 0.9% among 370,000. purified proKLK7, EDANS-DABCYL substrate fluorescence; 100% is mature enzyme control, 0% vehicle;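 active means activation above the mean of all tested compounds plus 3 SD, computed per campaign excluding outliers beyond control limits, cut at about 13% in these data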
ADAM17 inh: inhibits human ADAM17. inhibition, % at 6.95 µM. AID 720648. hit rate 0.83% among 370,000. recombinant ADAM17, EDANS/DABCYL FRET peptide cleavage. P78536;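 active means inhibition above the mean of compounds lying between control limits plus 3 SD, set per campaign, cut at about 8.5% in these data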;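 further: 0% = DMSO-only wells as the low control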
Target sequence (P78536 215-824 limits assumed): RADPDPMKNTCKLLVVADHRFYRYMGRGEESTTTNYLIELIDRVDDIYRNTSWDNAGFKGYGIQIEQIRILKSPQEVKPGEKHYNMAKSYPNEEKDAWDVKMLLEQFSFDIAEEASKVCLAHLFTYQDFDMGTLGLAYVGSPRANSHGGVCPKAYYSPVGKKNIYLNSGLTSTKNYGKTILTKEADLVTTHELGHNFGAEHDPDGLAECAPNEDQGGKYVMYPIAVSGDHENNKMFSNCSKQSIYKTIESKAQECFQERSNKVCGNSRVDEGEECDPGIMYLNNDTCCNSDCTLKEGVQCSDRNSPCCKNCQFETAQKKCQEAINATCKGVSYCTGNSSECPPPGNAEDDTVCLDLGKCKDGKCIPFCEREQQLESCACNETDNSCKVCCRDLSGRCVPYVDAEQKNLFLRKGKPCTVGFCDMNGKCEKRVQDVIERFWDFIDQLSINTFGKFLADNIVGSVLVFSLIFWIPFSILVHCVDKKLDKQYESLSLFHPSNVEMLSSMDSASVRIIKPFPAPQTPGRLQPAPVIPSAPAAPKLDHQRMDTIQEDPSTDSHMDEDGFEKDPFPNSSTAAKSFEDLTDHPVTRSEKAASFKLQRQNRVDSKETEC
ARFGAP1 inh: inhibitors of rat ARFGAP1; Q62848; Arfgap1-stimulated ARF1 GTP hydrolysis, GDP FP detection; inhibition, % at 16.5 µM; hit rate 0.26% among 360,000; AID 651572;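 active means inhibition above a per-plate limit, mean inhibition of low control wells plus 3 SD, cut at about 25% in these data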;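 further: 0% = DMSO wells with enzyme and 100% = wells lacking Arfgap1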
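System: truncated rat Arfgap1 GAP domain / Benchmarks: high control wells lacking Arfgap1, low control full reaction with DMSO / Times: compound-enzyme preincubation 20 min, reaction 120 min, detection 60 min, 25 °C / Repeats: one replicate per compound / Also added: human ARF1(Δ1-17)-GTP substrate / Measured by: Tracer-displacement fluorescence polarization with EDTA stop, 620/688 nm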
Tn6 DDE FP: DD(E)-Tn6 binding inhibition, primary FP screen | Fibrin DD(E) TRITC-Tn6 fluorescence polarization displacement | hit rate 0.21% among 370,000 | inhibition, % at 8.3 µM;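 active means inhibition above a per-campaign cutoff: mean of compounds within control limits plus 3 SD, cut at about 15% in these data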;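 further: 0% = median of all compound wells on the plate and 100% = blocking peptide control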
Target sequence (P02675 whole entry, looked up): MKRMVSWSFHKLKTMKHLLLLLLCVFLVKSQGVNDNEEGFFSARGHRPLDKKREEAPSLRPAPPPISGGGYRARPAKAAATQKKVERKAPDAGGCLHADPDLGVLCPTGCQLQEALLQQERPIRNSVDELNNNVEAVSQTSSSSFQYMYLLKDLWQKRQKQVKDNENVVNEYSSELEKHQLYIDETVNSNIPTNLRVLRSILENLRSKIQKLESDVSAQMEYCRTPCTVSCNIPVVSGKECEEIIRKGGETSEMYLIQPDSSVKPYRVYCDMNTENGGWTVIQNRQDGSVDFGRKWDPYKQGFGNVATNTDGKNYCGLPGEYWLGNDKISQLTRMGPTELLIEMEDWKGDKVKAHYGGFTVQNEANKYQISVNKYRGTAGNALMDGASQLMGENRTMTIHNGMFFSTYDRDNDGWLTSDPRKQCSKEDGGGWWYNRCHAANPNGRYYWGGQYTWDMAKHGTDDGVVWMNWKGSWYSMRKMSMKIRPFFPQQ
TDP2 absorb: blocks human TDP2 phosphodiesterase activity; inhibition, % at 12.8 µM; hit rate 0.34% among 370,000; recombinant TDP2, T5PNP hydrolysis, p-nitrophenol absorbance 415 nm; AID 720702;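 active means inhibition above the mean of all tested compounds plus 3 SD, set per campaign, cut at about 25% in these data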;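 further: 0% = DMSO with enzyme and 100% = buffer with substrate but no TDP2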
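System – recombinant human TDP2 · Quantity – TDP2 enzyme at 120 nM final · Doses – single concentration, 12.8 µM nominal, with 1% DMSO · Incubation – 2 h at 37 °C · Measured by – epi absorbance of p-nitrophenol freed from T5PNP by hydrolysis · Read-out – % inhibition relative to enzyme-containing and enzyme-free wells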
DDE Tn7 FP inh: inhibitors of Tn7 peptide binding to human fibrin DD(E) | P02675 | FP displacement of FITC-Tn7 peptide from fibrin DD(E); 0% = median of compound wells per plate | inhibition, % at 8.3 µM | hit rate 0.13% among 370,000;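 active means inhibition above the mean of compounds falling within the control limits plus 3 SD of them, cut at about 14% in these data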;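 further: 0% = plate median of compound wells and 100% = 10 µM Aha-Tn7 peptide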
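Measure: % inhibition scaled between sample-field median and high-control FP; Test system: human fibrin DD(E); Quantity: 2 µM final DD(E) protein; Doses: one dose, 8.3 µM nominal; Schedule: compound with protein 10 min, then 3 h after probe, room temperature; Detection: fluorescence polarization; Medium: Tris buffer with calcium and detergent, pH 7.8.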
LEDGF integ inh: blocks HIV-1 LEDGF/p75-dependent DNA integration | TR-FRET IN-LEDGF/p75 DNA integration, Eu/Cy5 | inhibition, % at 3.7 µM | hit rate 0.64% among 370,000;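 active means inhibition above the screen-wide mean plus 3 SD, cut at about 13% in these data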;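 further: signal is the Cy5 over europium emission ratio at 671 and 618 nm; 0% = plate median of compound wells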
An asterisk follows results filed as active; nt = not tested or not shown.

ADAM10 inh | ASAP1 inh | PLCg1 inh | smiles | KLK7 zymogen act | ADAM17 inh | ARFGAP1 inh | Tn6 DDE FP | TDP2 absorb | DDE Tn7 FP inh | LEDGF integ inh
-1 | -7 | -1 | COc1ccc(NC(NC(=O)c2cccnc2)C(Cl)(Cl)Cl)cc1 (configuration not stated) | 0.4 | 1 | -12 | -6 | -7 | -8 | 3
-7 | -10 | -2 | O=C(CCC1CCCN(C(=O)c2cccnc2)C1)NCc1ccccc1F (configuration not stated) | -0.7 | -5 | -6 | -4 | 1 | -4 | 0
-37 | -5 | -28 | c1ccc2c(N3CCCCC3)nc(N3CCOCC3)nc2c1 | 0.1 | -15 | -1 | -10 | -12 | -5 | 0
-73 | 3 | -14 | CN(C)c1ccc(-c2n[nH]c(=S)n2-c2ccccc2)cc1 | -3.4 | -22 | -10 | 0 | -12 | -8 | -3
18 | -5 | 0 | O=S(Cc1ccc(Br)cc1)Cc1nnc(SCc2ccc(Cl)cc2)n1-c1ccccc1 (configuration not stated) | 0.1 | 8.6* | -13 | 6 | -17 | 9 | 0
-1 | -1 | 3 | COC(=O)c1cc(-c2ccc(Cl)cc2)n(-c2ccc(S(N)(=O)=O)cc2)n1 | -0.4 | 2 | 5 | -2 | -1 | -4 | -3
6 | -4 | -1 | COC(=O)C(NC(C)=O)(Nc1ccc(Br)cn1)C(F)(F)F (configuration not stated) | -0.2 | -2 | -18 | -1 | 3 | 3 | 0
-11 | 4 | 0 | O=C(NCCc1ccccc1)/C(=C\c1cccc([N+](=O)[O-])c1)NC(=O)c1ccco1 | 0.0 | 0 | 12 | -6 | -18 | -6 | -5
-9 | 6 | -3 | Cn1cc(/C=C2\SC(=S)N(N3CCOCC3)C2=O)c2ccccc21 | -0.2 | -4 | 5 | -7 | -9 | 0 | -1
-4 | 3 | -4 | O=C(Cc1ccccc1)N/N=C/c1ccccn1 | 0.2 | -3 | -7 | 1 | 1 | -4 | -2
4 | 9 | 3 | Cc1ccc(OC(=S)Nc2ccc(O)cc2)cc1 | 0.1 | 2 | 1 | 2 | 3 | -7 | 7
-38 | 2 | 2 | Cc1cc(C)nc(SCc2nnc(SCC(N)=O)o2)n1 | 0.2 | 0 | -3 | -12 | 5 | -1 | 7
-2 | -5 | -2 | Cn1c(-c2ccccc2)cnc1NCc1cc2c(cc1[N+](=O)[O-])OCO2 | -0.5 | 0 | 1 | -7 | 9 | -7 | 2
4 | -15 | 2 | CSc1ccc(CNC(=O)C2(C)CCN2C(C)C)cc1 (configuration not stated) | 1.0 | 4 | 11 | -4 | 4 | 4 | 1
4 | -9 | 9 | Cc1cccc(N2CN(Cc3ccco3)CNC2=S)c1 | 0.2 | -2 | 9 | -5 | -3 | -4 | 7
-24 | -2 | -11 | O=C1CN(C(=O)COC(=O)c2ccc(Br)o2)c2ccccc2N1 | -1.2 | -9 | 1 | -8 | -14 | 1 | -7
4 | nt | 3 | CCOc1ccc(-n2c(COc3ccccc3)nnc2SCc2nc3ccccc3[nH]2)cc1 | 0.0 | 4 | nt | 3 | -6 | 1 | -2
3 | -1 | 0 | Cc1csc2c(N3CCN(C(=S)Nc4ccc(F)cc4F)CC3)ncnc12 | 0.3 | -2 | 14 | 3 | 9 | -1 | -1
-2 | 7 | 3 | COc1ccc(C(=O)c2ccccc2)c(OCC(=O)NC2CC2)c1 | 0.3 | -1 | -3 | 5 | 6 | 4 | 6
-8 | -6 | -3 | O=C(COC(=O)CCN1C(=O)/C(=C\C=C\c2ccccc2)SC1=S)Nc1ccc(Br)cc1 | 0.3 | 0 | -2 | 2 | 3 | -3 | -1
-1 | -7 | 3 | O=C(CNC(=O)c1ccc2c(c1)OCO2)Nc1cccc(Br)c1 | -0.1 | -5 | 2 | 0 | 8 | -3 | -1
11 | -4 | 4 | Cc1ccc(NC(=S)NCC23C=CC(O2)C2C(=O)N(c4ccc(C)cc4)C(=O)C23)cc1 (configuration not stated) | 0.2 | -1 | 7 | 2 | -9 | -2 | 0
-1 | -4 | 1 | CC(OC(=O)CN(C)S(=O)(=O)c1ccc(Cl)cc1)C(=O)Nc1ncc(Cl)cc1Cl (configuration not stated) | -0.7 | 0 | -2 | 0 | 7 | 3 | 0
-4 | 13 | 1 | COc1ccc(/C=C2\SC(=O)N=C2N)cc1 | 1.2 | -2 | 1 | -4 | 0 | 7 | 0

Arranged by molar mass (descending): some entries from above.
ADAM10 inh | ASAP1 inh | PLCg1 inh | smiles | KLK7 zymogen act | ADAM17 inh | ARFGAP1 inh | Tn6 DDE FP | TDP2 absorb | DDE Tn7 FP inh | LEDGF integ inh
-8 | -6 | -3 | O=C(COC(=O)CCN1C(=O)/C(=C\C=C\c2ccccc2)SC1=S)Nc1ccc(Br)cc1 | 0.3 | 0 | -2 | 2 | 3 | -3 | -1
-1 | -4 | 1 | CC(OC(=O)CN(C)S(=O)(=O)c1ccc(Cl)cc1)C(=O)Nc1ncc(Cl)cc1Cl (configuration not stated) | -0.7 | 0 | -2 | 0 | 7 | 3 | 0
4 | nt | 3 | CCOc1ccc(-n2c(COc3ccccc3)nnc2SCc2nc3ccccc3[nH]2)cc1 | 0.0 | 4 | nt | 3 | -6 | 1 | -2
11 | -4 | 4 | Cc1ccc(NC(=S)NCC23C=CC(O2)C2C(=O)N(c4ccc(C)cc4)C(=O)C23)cc1 (configuration not stated) | 0.2 | -1 | 7 | 2 | -9 | -2 | 0
3 | -1 | 0 | Cc1csc2c(N3CCN(C(=S)Nc4ccc(F)cc4F)CC3)ncnc12 | 0.3 | -2 | 14 | 3 | 9 | -1 | -1
-24 | -2 | -11 | O=C1CN(C(=O)COC(=O)c2ccc(Br)o2)c2ccccc2N1 | -1.2 | -9 | 1 | -8 | -14 | 1 | -7
-2 | 7 | 3 | COc1ccc(C(=O)c2ccccc2)c(OCC(=O)NC2CC2)c1 | 0.3 | -1 | -3 | 5 | 6 | 4 | 6
-38 | 2 | 2 | Cc1cc(C)nc(SCc2nnc(SCC(N)=O)o2)n1 | 0.2 | 0 | -3 | -12 | 5 | -1 | 7
4 | -9 | 9 | Cc1cccc(N2CN(Cc3ccco3)CNC2=S)c1 | 0.2 | -2 | 9 | -5 | -3 | -4 | 7
4 | 9 | 3 | Cc1ccc(OC(=S)Nc2ccc(O)cc2)cc1 | 0.1 | 2 | 1 | 2 | 3 | -7 | 7
-4 | 3 | -4 | O=C(Cc1ccccc1)N/N=C/c1ccccn1 | 0.2 | -3 | -7 | 1 | 1 | -4 | -2
-4 | 13 | 1 | COc1ccc(/C=C2\SC(=O)N=C2N)cc1 | 1.2 | -2 | 1 | -4 | 0 | 7 | 0

(further entries)
ADAM10 inh | ASAP1 inh | PLCg1 inh | smiles | KLK7 zymogen act | ADAM17 inh | ARFGAP1 inh | Tn6 DDE FP | TDP2 absorb | DDE Tn7 FP inh | LEDGF integ inh
2 | 19 | 4 | CCOc1ccc(S(=O)(=O)N2CCC(C(=O)N3CCN(Cc4ccccc4)CC3)CC2)cc1 | -0.5 | 5 | -1 | -5 | -13 | 0 | 1
-4 | 4 | 0 | Cc1occc1-c1nnc(SCC(=O)O)n1-c1ccccc1 | 0.1 | -5 | 1 | 6 | 3 | 4 | -5
-4 | 1 | 2 | COc1ccc(CCNC(=O)CS(=O)(=O)Cc2nc(-c3ccccc3Cl)oc2C)cc1OC | 0.5 | -1 | 19 | -2 | -6 | 1 | -1
-4 | 10 | 0 | Cc1cc(C)cc(NC(=O)c2sc3nc4n(c(=O)c3c2C)CCC4)c1 | 0.5 | -2 | -1 | 0 | 4 | -3 | 0
8 | 19 | 1 | Cc1cc(C)nc(NN2C(=O)/C(=C/c3ccccc3)SC2=S)n1 | 0.4 | -2 | 4 | 1 | 2 | 0 | 1
2 | 17 | -2 | Cc1ccccc1C(=O)NN1CC(C(=O)OCc2ccc(Cl)c(Cl)c2)CC1=O (configuration not stated) | -0.5 | -2 | 3 | -4 | -5 | 6 | -3
6 | -3 | 8 | CC1Oc2ccccc2N(CC(=O)Nc2ccccc2F)C1=O (configuration not stated) | -0.6 | 0 | -13 | -6 | -3 | 0 | 10
8 | 3 | 4 | Cc1cc(C)nc(NS(=O)(=O)c2ccc(NC(=O)c3ccco3)cc2)n1 | 0.6 | 2 | 4 | 2 | -8 | 1 | -4
0 | 2 | -2 | COc1cccc(C2CCCN2Cc2nc(CCC(C)C)no2)c1 (configuration not stated) | 0.2 | -7 | 3 | -6 | -4 | 1 | -4
2 | -3 | 3 | O=C1c2ccsc2SCCN1Cc1c(F)cccc1Cl | -0.2 | 0 | -8 | 0 | -7 | -9 | 2
-3 | 9 | -6 | COc1ccc(C(=O)NCC(=O)N/N=C/c2ccc([N+](=O)[O-])s2)cc1OC | -0.3 | -2 | 5 | -3 | 1 | -1 | 4
2 | nt | -2 | CCS(=O)(=O)Nc1ccc2c(c1)C(=O)N(C)[C@@H]1CC[C@H](CC(=O)NCCOC)O[C@H]1CO2 | -0.2 | -1 | nt | -8 | 5 | -6 | 2
-19 | -7 | 2 | Cn1nc(C#N)c(=O)[nH]c1=O | 0.6 | -6 | -2 | -5 | 4 | -7 | -6
11 | -1 | 0 | COc1cccc(CNC(=O)COC(=O)c2cc([N+](=O)[O-])ccc2N2CCCC2)c1 | 0.2 | -1 | 4 | 8 | -14 | -9 | -1
-9 | 1 | -21 | CCOc1cc(/C=N/NC(=O)c2cc(C)n(-c3ccc(F)cc3)c2C)ccc1O | -2.1 | 4 | 5 | -13 | -11 | -2 | -11
4 | -3 | -2 | Cc1ccc(NCCNc2ccc(C)cc2)cc1 | -1.1 | -1 | -6 | -3 | 1 | 0 | -4
4 | 5 | -1 | O=S(=O)(c1ccccc1C(F)(F)F)N1CCC(n2cnc3ccccc32)CC1 | -0.5 | -2 | 11 | -4 | 18 | 1 | 3
1 | 13 | 1 | COc1ccccc1NC(=O)Nc1ccccc1N1CCOCC1 | 1.0 | 1 | 4 | 6 | 12 | 4 | -1
-3 | -1 | 0 | CC1CN(C(=O)c2ccc(Cl)c(S(=O)(=O)NCc3ccco3)c2)CC(C)O1 (configuration not stated) | 0.1 | -4 | -7 | 4 | -3 | 6 | -3
-3 | -1 | -1 | O=C(CSc1nc2ccccc2o1)N/N=C/c1ccc(C(=O)O)cc1 | 0.4 | 0 | 2 | 5 | -11 | 5 | -3
1 | -8 | 3 | COc1ccc(NC(=O)CSc2n[nH]c(-c3ccccc3)n2)cc1S(N)(=O)=O | -0.5 | -6 | -10 | -1 | 3 | 1 | -3
-1 | 5 | 1 | O=C(CCSc1ccccc1)N1CCCC1 | -0.9 | 0 | -2 | -5 | 7 | -5 | -2
6 | 10 | 0 | C[C@H]1CN=C(Nc2ccccc2)N1CCC1CCCC1 | 0.1 | 1 | 2 | 2 | -11 | -5 | 2
